# 12-LOX inh = Primary qHTS assay for inhibitors of human arachidonate 12S-lipoxygenase (ALOX12): Round 2; purified 12hLO, xylenol orange hydroperoxide absorbance; hit rate 1.1% among 580,000; Potency, µM (doses to about 108 µM), for the others: at the highest dose activity change, negative = inhibition, usual class: inhibitors; Polyunsaturated fatty acid lipoxygenase ALOX12 (Homo sapiens), P18054; active = well fitted inhibition curve with a large enough effect; inconclusive = small, poorly fitted or top-dose-only effect, or another doubt; inactive = no such curve, though single readings can be large or run the other way
# Target sequence (P18054 whole entry, looked up): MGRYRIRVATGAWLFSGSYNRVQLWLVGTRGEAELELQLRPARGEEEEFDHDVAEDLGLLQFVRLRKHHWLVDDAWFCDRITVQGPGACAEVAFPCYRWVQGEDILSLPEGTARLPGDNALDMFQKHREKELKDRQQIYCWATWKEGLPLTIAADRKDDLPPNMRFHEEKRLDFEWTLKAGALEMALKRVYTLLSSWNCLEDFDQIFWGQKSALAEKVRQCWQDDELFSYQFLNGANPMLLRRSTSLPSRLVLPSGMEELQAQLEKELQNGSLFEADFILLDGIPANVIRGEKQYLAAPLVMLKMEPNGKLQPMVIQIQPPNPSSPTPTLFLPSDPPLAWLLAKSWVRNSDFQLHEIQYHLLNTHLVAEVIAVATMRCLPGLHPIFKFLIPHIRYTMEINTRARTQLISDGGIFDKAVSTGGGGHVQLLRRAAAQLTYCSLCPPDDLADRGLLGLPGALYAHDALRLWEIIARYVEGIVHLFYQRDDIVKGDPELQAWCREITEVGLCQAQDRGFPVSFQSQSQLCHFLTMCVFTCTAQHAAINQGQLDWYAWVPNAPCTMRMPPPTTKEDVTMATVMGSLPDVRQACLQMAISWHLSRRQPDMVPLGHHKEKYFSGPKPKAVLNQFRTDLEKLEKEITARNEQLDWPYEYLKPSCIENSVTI
#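 Purified human 12hLO (150 nM final) in 25 mM Hepes, 0.01% Triton X-100, pH 7.0 was preincubated 15 min at room temperature with compound. Then 40 uM arachidonic acid was added, 30 min. Hydroperoxide was read by Fe-XO absorbance ratio 573/405 nm.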
# The depositor's hits bear a star; ? = inconclusive; [ ] = remark or other dose. % is set by controls: 0 for no effect and ±100 for the full control effect; potency is the fitted concentration of half-maximal effect.
[1] O=c1cc(CNCc2nc(-c3ncccn3)no2)[nH]c2ccc(F)cc12
  12-LOX inh: 64%[activator]
[2] Fc1cccc(-c2nc(COc3ccc(Oc4ccccn4)cc3)co2)c1
  12-LOX inh: ?
[3] CCS(=O)(=O)N1C[C@@H]2CN(c3nccc(NC)n3)C[C@]2(C(=O)O)C1
  12-LOX inh: 48%[activator]
[4] O=C(c1ccc(F)cc1)N1CCC(c2nn(-c3ccc(Cl)cc3)c(=O)[nH]2)CC1
  12-LOX inh: 35µM*
[5] COc1cccc(C(NC(C)=O)c2nc(-c3cccnc3)cs2)c1 (stereo not drawn)
  12-LOX inh: -18%
[6] O=C(CNc1nc(Nc2ccccc2)nc(Nc2ccccc2)n1)Nc1ccccc1
  12-LOX inh: -7%
[7] CC(C)(C)OC(=O)NC(C)(C)C(=O)NCC(O)c1ccccc1 (stereo not drawn)
  12-LOX inh: 14%
[8] O=c1oc2ccccc2c(NC2CCCCC2)c1NS(=O)(=O)c1cccs1
  12-LOX inh: 5%
[9] O=C1NCCCCCCN(C(=O)c2cccs2)[C@H]2CCCC[C@@H]12
  12-LOX inh: 5%
[10] Cc1ccc(OCC(=O)NC(CC(C)C)C(=O)N(C)C)cc1 (stereo not drawn)
  12-LOX inh: ?
[11] CN(C)C(=O)c1ccc(NC(=O)CSc2ccc3ccccc3n2)cc1
  12-LOX inh: -26%
[12] Cc1ccsc1C(=O)NC1CCSC1=O (stereo not drawn)
  12-LOX inh: 23%
[13] CN1C(=O)C(n2ccc3ccccc32)c2cc(Cl)ccc21 (stereo not drawn)
  12-LOX inh: -14%
[14] CCc1ccc(OCC(=O)Nc2ccc3oc(C)nc3c2)cc1
  12-LOX inh: 76%[activator]
[15] COc1ccc(CN(C)CCCn2ccc(NC(=O)OCc3ccccc3)nc2=O)cc1OC
  12-LOX inh: ?
[16] CCc1nc2c(OCc3cc(Cl)cc(Cl)c3)cccn2c1N(C)C(=O)c1cccc(OC)c1
  12-LOX inh: ?
[17] Fc1cccc(COc2ccc(-c3nnco3)cc2)c1
  12-LOX inh: 10%
[18] CC(=O)NC(c1cccc(F)c1)c1nc(-c2cnn(C)c2)cs1 (stereo not drawn)
  12-LOX inh: 3%
[19] COC(=O)[C@]12C[C@H](CC(=O)NCC34CC5CC(CC(C5)C3)C4)C(=O)N(Cc3ccccc3)C1=C[C@H](C(C)(C)C)O[C@@H]2C
  12-LOX inh: -15%
[20] CN(C)C(=O)C1CN(C(=O)Nc2cccc(Br)c2)CC12CCOCC2 (stereo not drawn)
  12-LOX inh: 44%[activator]
[21] COc1ccc(OC2CN(Cc3cccnc3)C2)cc1
  12-LOX inh: 5%[12.5 µM]
[22] c1ccc2c(c1)ncn2-n1cccc1
  12-LOX inh: 17%
[23] CNC(=O)CN(CCN(CCN(CC(=O)[O-])CC(=O)NC)CC(=O)[O-])CC(=O)[O-].O.[Gd+3]
  12-LOX inh: -6%[22.9 µM]
[24] C=C(C)CN1CCN(c2nc3c(c(=O)[nH]c(=O)n3C)n2Cc2ccccc2)CC1
  12-LOX inh: 30%
[25] O=C(c1cnc(N2CCOCC2)nc1)N1CCn2nc(C(O)C3CC3)cc2C1 (stereo not drawn)
  12-LOX inh: 20%

[26] Cc1nc2ncccn2c1C(=O)N[C@H]1CCOC[C@H]1C1CCOCC1
  12-LOX inh: 44%[activator]
[27] CCc1noc(-c2cccn3c(CNC(=O)c4ccccc4F)nnc23)n1
  12-LOX inh: 50%[activator]
[28] COc1cccc(C(C(=O)O)N2CCN(c3ccccn3)CC2)c1OC (stereo not drawn)
  12-LOX inh: 18%
[29] O=C1NC[C@H](CCCCN2C[C@H](Cc3ccccc3)N(Cc3ccccc3)C(=O)C2=O)N(CCC2CCCCC2)C1=O
  12-LOX inh: ?
[30] CNC(=O)c1cc[nH]c1C1CCCN(C(=O)NCCOC)C1 (stereo not drawn)
  12-LOX inh: 25%
[31] OC1(CN2CCCCC2)CCN(Cc2cccc(F)c2F)C1 (stereo not drawn)
  12-LOX inh: 16%
[32] O=S1(=O)CC(N2CCC(Cc3ccccc3)CC2)CN1C1CCCC1 (stereo not drawn)
  12-LOX inh: -3%
[33] O=C(NC1CC1)C1CC(=O)N(c2n[nH]c3cc(Br)ccc23)C1 (stereo not drawn)
  12-LOX inh: 53%[activator]
[34] CCc1ccc(C(=O)NCc2ccnc(N3CCN(C)CC3)c2)s1
  12-LOX inh: 3%
[35] CC(C)NC(=O)c1ccc(-c2ccc(F)c(F)c2)c2ccoc12
  12-LOX inh: -26%
[36] O=C(c1ccc(OCc2cn3ccccc3n2)cc1)N1CCN(c2ncccn2)CC1
  12-LOX inh: 4%
[37] CC1(C(=O)Nc2cccc3cccnc23)Cc2ccccc2C(=O)O1 (stereo not drawn)
  12-LOX inh: -36%
[38] CCOc1c(OC)cc(Br)c2cc(C(=O)O)[nH]c12
  12-LOX inh: ?
[39] COC(=O)c1sccc1S(=O)(=O)Nc1ccc(SC(F)F)cc1
  12-LOX inh: ?
[40] CCc1nc2cc(NC(=O)C3(C)CCCN(C(C)=O)C3)ccc2o1 (stereo not drawn)
  12-LOX inh: 0%
[41] O=C1NC(CCc2ccccc2)C(=O)N1Cc1coc(-c2cccc(F)c2)n1 (stereo not drawn)
  12-LOX inh: ?
[42] CCCS(=O)(=O)NC(=O)C1(C)CCN(C(=O)c2ccco2)C1 (stereo not drawn)
  12-LOX inh: ?
[43] CCc1nc2ccc(C(=O)Nc3ccc(NC(C)=O)cc3)cn2c1N(C)CCCc1ccccc1
  12-LOX inh: 0%
[44] CCC(=O)Nc1cc(OC)c(NC(=S)Nc2ccccc2CC)cc1OC
  12-LOX inh: ?
[45] COc1cc(OC)c(C(=O)/C=C/c2ccc(C#N)cc2)cc1Cl
  12-LOX inh: -19%
[46] CCOC(=O)[C@]12CCC=C1N(Cc1ccc3c(c1)OCO3)C(=O)[C@H](CC(=O)NCc1ccc(OC)c(OC)c1)C2
  12-LOX inh: -3%
[47] COc1ccc(C(=O)/C=C/c2ccccc2F)c(OC(=O)c2ccccc2Br)c1
  12-LOX inh: ?
[48] CC(C)c1cc(C(N)=O)c(NC(=O)Cc2c(F)cccc2Cl)s1
  12-LOX inh: ?
[49] Nc1nc(Cl)nc2c1ncn2[C@@H]1O[C@H](CO)C(O)[C@H]1O (stereo partly drawn)
  12-LOX inh: 8%
[50] COc1ccc(-c2nc3c([nH]2)CN(S(=O)(=O)N2CCCC2)CC3)cn1
  12-LOX inh: 23%

# (listing goes on)
item	structure	12-LOX inh
51	COc1ccc(NC(=O)c2cc(C3CCCCN3S(=O)(=O)Cc3ccccc3)on2)c(C)c1 (stereo not drawn)	-7%
52	O=[N+]([O-])c1ccccc1S(=O)(=O)NCc1cccs1	15%
53	COc1ccccc1-c1noc(-c2nc(C)no2)n1	4%
54	COc1ccc(NC(=O)[C@H]2C[C@@H]3CCCN3[C@]23C(=O)Nc2c(C)cc(Cl)cc23)cc1	-28%
55	NS(=O)(=O)c1ccc(Br)c(C(=O)OCc2ccc(Cl)c(Cl)c2)c1	-17%
56	Cc1cccc(CC(=O)N2CCC3(CC2)CC(N(C(=O)NC(C)C)C2CC2)CCO3)c1 (stereo not drawn)	2%
57	CCCCCOc1ccc(C(=O)N2CCC(c3nc4ccccc4o3)CC2)cc1	7%
58	Cn1c(-c2ccc(Br)cc2)cc2ccccc21	14%
59	Cc1ccc(C(=O)N2CCC3(CC2)N(C)C(=O)CS3(=O)=O)c(C)c1	40%
60	Cc1ccc(SC(=O)c2ccccc2Br)cc1	8%
61	Cn1cnc(S(=O)(=O)N2CCCCC2c2nc(-c3cccnc3)n[nH]2)c1 (stereo not drawn)	5%
62	COC[C@@H]1[C@H](NC(=O)c2cnc3c(c2)CCC3)[C@@H]2CCO[C@H]12	18%
63	Cc1ccccc1NC(=O)C(=O)NCCc1csc2nc(-c3ccccc3F)nn12	5%
64	O=C(Cc1ccccc1)NC1CCCc2c1[nH]c1ccccc21 (stereo not drawn)	?
65	COCC1CN(C)CC12CCN(Cc1ccc(C)o1)CC2 (stereo not drawn)	79%[activator]
66	Cc1nc2ccc(C(=O)N3CCCC3CN3CCCC3)cc2nc1C (stereo not drawn)	-12%
67	CC(C)C(NC(=O)c1ccc2c(c1)NC(=O)CS2)c1cccs1 (stereo not drawn)	13%
68	OC[C@@H]1CN(Cc2ccc(Cl)cc2)C[C@H](n2cnc3c(NC4CC4)ncnc32)O1	-4%
69	C[C@H]1CN([C@@H](C)CO)C(=O)CCCn2nncc2CO[C@@H]1CN(C)C(=O)Nc1ccc(N2CCN(C)CC2)cc1	-20%
70	Cc1cccc(CSCC(=O)N2CCCC2)c1	1%
71	O=C(C1CCCC1)N1CC2(CCCN2CC2CC2)Cc2ccccc21 (stereo not drawn)	5%[6.33 µM]
72	O=C(CCc1ccnc(N2CCOCC2)c1)NCCN1CCc2ccccc2C1	79%[activator]
73	COc1cccc(/C=C/c2nc(C#N)c(NCCN3CCOCC3)o2)c1	19%
74	CN(CC1CCOC1)C(=O)c1ccc(F)c(Cl)c1 (stereo not drawn)	-1%
75	O=C(Nc1ccc(-c2ccccc2)cc1)c1ccc(Cl)cc1Cl	-1%
76	CC(C(=O)Nc1ccc(F)cc1F)N1CCC(C(=O)NCc2ccccc2)CC1 (stereo not drawn)	11%
77	COc1cccc(NC(=O)C(=O)NCCc2sc(-c3ccc(Cl)cc3)nc2C)c1	?
78	Cc1[nH]c2ccccc2c1C(=O)C(Cl)c1ccccc1 (stereo not drawn)	?
79	O=C(N/N=C1\CC2CCC1C2)c1ccccc1Br (stereo not drawn)	50%[activator]
80	CCCCn1c(=O)[nH]c(=O)c2c1nc(CSc1nnnn1-c1ccc(C)cc1)n2CC	?
81	O=S(=O)(O)NCC(O)CCl (stereo not drawn)	-30%
82	COc1ccc(NC(=O)N2CC(C(=O)N(C)C)C3(CCOCC3)C2)c(C)c1 (stereo not drawn)	3%
83	N#Cc1ccc(S(=O)(=O)N2CCCCC2c2cc(C(=O)NCc3cccnc3)no2)cc1 (stereo not drawn)	22%
84	COc1ccc(C(=O)c2ccc(Br)cc2)cc1C	37%[activator]
85	COCCC1(C(=O)O)CCCN(Cc2ccc3c(c2)CC(C)(C)O3)C1 (stereo not drawn)	-20%
86	CCOc1ccc(/C=C/c2nc(C#N)c(NCCN3CCOCC3)o2)cc1	0%
87	CCNC(=O)c1cccnc1OC1CCN(C(=O)c2ccccc2Cl)C1 (stereo not drawn)	64%[activator]
88	O=c1c2cnc(N3CCc4ccccc4C3)nc2ccn1-c1ccccc1F	?
89	CCOc1ccccc1CN1CCC2(CCN(C(=O)C(C)(C)C)CC2)Oc2ccccc21	?
90	Cc1ccc(NC(=O)C(C)N(C)Cc2ccc3c(c2)OCCO3)cc1F (stereo not drawn)	1%
91	Cc1noc(C)c1COc1ccc(C(=O)N[C@@H]2CN(C(=O)Nc3cccc(C(F)(F)F)c3)CCC[C@H]2O)cc1	1%
92	CCC(C)(C)NC(=O)c1ccc(-c2nnc3ccc(NC(=O)C4CC4)cn23)cc1	50%[activator]
93	O=C(CN(C1CCCCC1)S(=O)(=O)c1ccc(Br)cc1)Nc1ccc(F)cc1F	-11%
94	Cc1nc(SCC(=O)NCc2ccc(S(=O)(=O)N3CCOCC3)cc2)n(C2CCCC2)c1C	-5%
95	O=C(C[C@@H]1CCNC[C@@H]1Cc1cc(CN2CCCCC2)on1)NCc1cccs1	-4%[176 µM]
96	Cc1ccccc1[C@H](NC1c2ccccc2C=Cc2ccccc21)P(=O)(c1ccccc1)c1ccccc1	-4%
97	O=C(NC1CC1)c1ccccc1OC1CN(Cc2cc(F)c(F)c(F)c2)C1	19%
98	Cc1ccccc1-c1ccc2c(c1)O[C@@H](CN(C)Cc1ccc(C(=O)O)cc1)[C@@H](C)CN([C@H](C)CO)S2(=O)=O	-3%
99	O=C(NCC1CCCCO1)c1ccc(OC2CCN(C(=O)C3CC3)CC2)cc1 (stereo not drawn)	44%[activator]
100	CCOc1cccc(CNC(=O)c2c(C)sc3ccn(CC)c(=O)c23)c1	-1%

# Remaining list, next part
item	structure	12-LOX inh
101	O=C(Nc1cccc(Cl)c1)c1ccnc(-c2nnc3ccc(N4CCOCC4)nn23)c1	95%[activator][176 µM]
102	CN(Cc1ccco1)C(=O)c1cc2cc(Br)ccc2[nH]1	?
103	Cc1cc(C2=NNC(=NC3CCCC3)SC2)c(C)n1C1CC1	?
104	CO[C@H]1C[C@H](O[C@H]2[C@H](C)O[C@@H](O[C@@H]3/C(C)=C/C[C@@H]4C[C@@H](C[C@]5(C=C[C@H](C)[C@@H](C6CCCCC6)O5)O4)OC(=O)[C@@H]4C=C(C)[C@@H](O)[C@H]5OC/C(=C\C=C\[C@@H]3C)[C@]54O)C[C@@H]2OC)O[C@@H](C)[C@@H]1O	10%
105	Cc1cccc(C2=CC(=O)CC(C)(C)C2=O)c1	1%
106	O=C(O)CSCc1ccccc1	-22%
107	O=c1c2c(CO)c(-c3ccc(F)cc3)nn2ccn1Cc1ccccc1F	5%
108	CCc1cc2c(nc1CC)CCCN2CCOC	-1%
109	CC(C)N1CCC(OCCCNC(=O)C2CCN(c3cnn(C)c(=O)c3)C2)CC1 (stereo not drawn)	23%

# An excerpt (hit frequency here may not be typical).
